Assay outcomes (PubChem BioAssay)
GPR7 antag = antagonists of human GPR7 (neuropeptides B/W receptor 1); P48145; GPR7-expressing cells, fluorescence antagonist assay; inhibition, % at 4.4 µM; hit rate 1.1% among 290,000; AID 1861; in the data active means inhibition above about 16%, passing the limit was not always enough;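 further: cells stimulated with the agonist NPW; 0% = agonist with vehicle and 100% = vehicle without agonist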
Target sequence (P48145 whole entry, looked up): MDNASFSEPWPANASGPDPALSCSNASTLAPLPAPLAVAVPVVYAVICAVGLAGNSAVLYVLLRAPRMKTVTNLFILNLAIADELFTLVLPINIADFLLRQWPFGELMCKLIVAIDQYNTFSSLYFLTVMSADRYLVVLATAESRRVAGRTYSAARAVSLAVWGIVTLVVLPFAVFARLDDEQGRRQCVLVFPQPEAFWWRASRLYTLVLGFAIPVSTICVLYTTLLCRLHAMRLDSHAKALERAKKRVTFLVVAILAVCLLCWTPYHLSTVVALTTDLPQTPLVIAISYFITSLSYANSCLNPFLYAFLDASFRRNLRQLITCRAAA
MEKK3 PB1 HTS = MEKK3-MEK5 PB1 interaction, increase or decrease; Q99759; bead-based flow cytometry, Alexa488-MEK5 binding to MEKK3; actives lie on both sides; 0 = blocked by unlabeled MEK5, 100 = vehicle; binding response (% of control), % at 10 µM; hit rate 1.4% among 290,000;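 active means binding response more than 3 SD above or below the average of its plate-row segment, actives on both sides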;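 further: Alexa488 bead fluorescence after subtracting the streptavidin-only scavenger bead signal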
FID counter = displaces DNA intercalator in HCV helicase counter-screen. inhibition, % at 7.9 µM. DNA fluorescent intercalator displacement, fluorescence. AID 1845. hit rate 0.17% among 290,000; in the data active means inhibition above about 37%;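 further: 0% = vehicle and 100% = reference compound; higher means more ethidium bromide displaced from hairpin DNA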
MEKK2mut PB1 HTS = signal of MEK5 binding to mutant human MEKK2 PB1 domain; percent response, % at 10 µM; hit rate 0.35% among 290,000; bead flow cytometry, Alexa488-MEK5 binding to MEKK2 mutant; in the data active means percent response above about 24%, passing the limit was not always enough; further: inactives centre near 1; some results filed as inactive read as strong as hits; reference of the scale not given here
M18AAP inhibitor = blocks P. falciparum M18 aspartyl aminopeptidase | inhibition, % at 7.35 µM | AID 1822 | hit rate 1.2% among 290,000 | recombinant PfM18AAP, H-Glu-NHMec fluorogenic cleavage;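 active means inhibition above the campaign mean inhibition over all tested compounds plus 3 SD, cut at about 28% in these data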;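 further: 0% = plate median of test compound wells and 100% = 2 mM ZnCl2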
MEKK2wt PB1 HTS = raises or lowers MEK5 binding to wildtype human MEKK2 PB1 domain; bead flow cytometry, Alexa488-MEK5 binding to MEKK2 WT; actives lie on both sides; binding response (% of control), % at 10 µM; hit rate 1.1% among 290,000; AID 1531; in the data active means binding response below about 67% or above about 130%
OXTR agonist = human OXTR agonism | P30559 | CHO-OTR cells, Fluo-8 calcium fluorescence; normalized: DMSO 0%, oxytocin 100% | hit rate 0.32% among 320,000 | activation, % at 3 µM;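 active means activation above the mean of all tested compounds plus 3 SD, cutoff set per screening run, cut at about 20% in these data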;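 further: peak over basal fluorescence ratio from a 100 s FLIPR kinetic read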
Target sequence (P30559 whole entry, looked up): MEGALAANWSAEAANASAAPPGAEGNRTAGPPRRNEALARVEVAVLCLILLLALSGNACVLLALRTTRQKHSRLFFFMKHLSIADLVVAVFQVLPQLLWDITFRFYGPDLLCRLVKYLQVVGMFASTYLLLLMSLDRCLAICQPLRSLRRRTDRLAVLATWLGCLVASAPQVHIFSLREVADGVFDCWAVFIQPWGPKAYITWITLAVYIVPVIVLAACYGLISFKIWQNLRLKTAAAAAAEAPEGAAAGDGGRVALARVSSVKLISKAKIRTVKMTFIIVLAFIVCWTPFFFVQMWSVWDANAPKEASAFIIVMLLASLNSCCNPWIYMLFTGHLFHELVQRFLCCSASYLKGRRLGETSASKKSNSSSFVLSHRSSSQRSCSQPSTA
PHOSPHO1 block = inhibitors of human PHOSPHO1 phosphatase | hit rate 1.1% among 290,000 | inhibition, % at 13.3 µM | recombinant PHOSPHO1, absorbance phosphatase assay | Q8TCT1; in the data active means inhibition above about 60%
Target sequence (Q8TCT1 whole entry, looked up): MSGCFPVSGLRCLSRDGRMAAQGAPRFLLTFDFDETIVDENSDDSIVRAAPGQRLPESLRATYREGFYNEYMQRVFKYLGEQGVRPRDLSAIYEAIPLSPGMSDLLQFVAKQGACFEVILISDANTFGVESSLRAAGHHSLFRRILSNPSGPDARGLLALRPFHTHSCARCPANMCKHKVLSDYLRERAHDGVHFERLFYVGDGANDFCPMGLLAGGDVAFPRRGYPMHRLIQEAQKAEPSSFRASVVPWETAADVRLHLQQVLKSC
NALP1 inh = NALP1 inhibition | inhibition, % at 10 µM | hit rate 0.61% among 280,000 | S. cerevisiae NALP1/ASC/caspase-1 growth, X-gal OD620, 72 h; in the data active means inhibition mostly above about 24%, no sharp cut-off; inactive means mostly below about 32%; further: some compounds called inactive have numbers as strong as hits
* = called active by the depositor; · = no result given.

SMILES	GPR7 antag	MEKK3 PB1 HTS	FID counter	MEKK2mut PB1 HTS	M18AAP inhibitor	MEKK2wt PB1 HTS	OXTR agonist	PHOSPHO1 block	NALP1 inh
CC(=O)Oc1c(C)c(OC(C)=O)c2c(c1C(C)=O)OC1CC(=O)C(C(C)=O)=C(O)C21C (stereo not given)	7	104	-36	3	-31	107	-0.9	20	22
COC(C(=O)Nc1ccc(S(=O)(=O)Nc2cccc3ccccc23)cc1)c1ccccc1 (stereo not given)	10	95	-2	-10	1	95	6.8	-4	12
CC(OC(=O)c1ccco1)C(=O)NC1CCCCC1 (stereo not given)	-4	103	-1	2	-1	102	-0.2	23	9
COc1cccc(CC(=O)NC2CCSc3ccccc32)c1 (stereo not given)	9	101	-17	0	-5	101	-0.3	20	0
CC(C)=CC(=O)Nc1ccc(OCc2ccccc2)cc1	-8	90	-12	-11	-3	84	-1.1	3	35
O=C(N/N=C/c1ccc(OCC(=O)N2CCCCC2)cc1)c1ccccc1O	2	91	-27	-13	-1	97	-0.2	-9	6
COc1ccc(C(=O)Nc2ccccc2N2CCN(C(=O)C(C)C)CC2)cc1Cl	-5	106	-32	2	-5	99	-1.9	-14	14
O=C(Nc1cccc(C(=O)N2CCOCC2)c1)c1ccccc1Br	-6	101	-6	5	2	105	1.3	34	5
Cc1[nH][nH]c(=O)c1C(c1ccc(N(C)C)c(Br)c1)c1c(C)[nH][nH]c1=O	-3	94	-9	-3	36*	89	1.7	25	-15
Cc1cc(C)nc(N(C#N)Cc2ccccc2)n1	-6	99	-7	1	9	106	-1.3	36	28
CC(NC(=O)Cn1nc(C(=O)O)c2ccccc2c1=O)C12CC3CC(CC(C3)C1)C2 (stereo not given)	-10	100	-3	-3	2	99	-2.3	-8	8
O=C(O)CCNC1CCCCC1	-12	107	-2	11	-1	98	1.4	-20	4
Cc1c(O)ccc2c(O)c(NC(=O)c3ccc4c(c3)CCC(C)(C)O4)c(=O)oc12	-9	98	-2	4	2	94	0.6	30	-14
Cc1cc(NC(=O)CCC(=O)N(CC(=O)NCC2CCCO2)c2ccc(C(C)C)cc2)no1 (stereo not given)	-7	99	-48	0	-2	96	0.2	35	3
COc1ccc(NC(=O)C2CCCN(S(=O)(=O)c3ccc4c(c3)CCCN4C(C)=O)C2)cc1 (stereo not given)	0	106	-43	0	-2	105	2.4	53	25
C=CCNC(=S)NS(=O)(=O)c1cccs1	-16	102	0	2	2	103	-0.2	28	3
Oc1cc(OCc2ccccc2)ccc1-c1[nH]ncc1-c1ccccc1	-21	103	-8	-3	-13	96	-0.8	20	11
CCNC(=O)C1CCCc2c1[nH]c1ccc(Cl)cc21 (stereo not given)	-9	99	-4	-1	2	101	3.4	-3	-12
O=C(OCC(=O)c1ccc(Cl)cc1Cl)c1ccc2c(c1)C(=O)N(c1cccc3ncccc13)C2=O	11	97	-4	-1	15	97	1.1	17	7
CCCS(=O)(=O)N1CCC(C(=O)NC2CCCC(C)C2C)CC1 (stereo not given)	-13	81	-10	-3	3	88	-0.1	37	27
CC(C)CSC1=NSC2=NC(=O)/C(=C\c3ccccc3)C(=N)N12	0	101	-7	-5	-12	93	0.0	-3	-1
Cc1nc2ccccc2nc1OCc1ccccc1	-5	91	-3	2	-1	101	-2.9	-5	27
Cc1c(Cl)c([N+](=O)[O-])nn1CC(=O)NCC1CCCO1 (stereo not given)	-8	93	8	-10	0	89	-0.1	25	-2
CC(=O)c1sc(NC(=O)C(C)C)nc1C	-6	105	4	5	-11	107	0.4	23	14
COc1ccc(OC)c2[nH]c(=O)c(CCNC(=O)Cc3cccs3)cc12	-5	100	-14	0	-1	100	0.2	-10	14

As entered above.
MEKK3 PB1 HTS result of CCCS(=O)(=O)N1CCC(C(=O)NC2CCCC(C)C2C)CC1 (stereo not given) → 81
GPR7 antag result of COc1ccc(NC(=O)C2CCCN(S(=O)(=O)c3ccc4c(c3)CCCN4C(C)=O)C2)cc1 (stereo not given) → 0
GPR7 antag result of Cc1c(O)ccc2c(O)c(NC(=O)c3ccc4c(c3)CCC(C)(C)O4)c(=O)oc12 → -9
M18AAP inhibitor result of COC(C(=O)Nc1ccc(S(=O)(=O)Nc2cccc3ccccc23)cc1)c1ccccc1 (stereo not given) → 1
PHOSPHO1 block result of COc1ccc(OC)c2[nH]c(=O)c(CCNC(=O)Cc3cccs3)cc12 → -10

Next records follow.
SMILES	GPR7 antag	MEKK3 PB1 HTS	FID counter	MEKK2mut PB1 HTS	M18AAP inhibitor	MEKK2wt PB1 HTS	OXTR agonist	PHOSPHO1 block	NALP1 inh
COc1cc2nc(SCc3ccc(C(F)(F)F)cc3)n(Cc3cccs3)c(=N)c2cc1OC	4	96	-1	-11	2	96	0.8	14	30
CCc1ccc(OCC(=O)N(CC)CC)cc1	-12	105	-1	-3	4	102	-0.5	27	-8
COc1cc(C2=NOC(C(=O)Nc3c(C)n(C)n(-c4ccccc4)c3=O)C2)cc(OC)c1OC (stereo not given)	-6	86	-12	-3	-1	86	-0.5	8	·
Cc1ccccc1Nc1nnc(SCC(=O)c2c(N)n(C)c(=O)n(C)c2=O)s1	-1	102	-6	1	4	99	-0.3	12	-1
O=C(Oc1ccc(N(Cc2cccs2)C2=NS(=O)(=O)c3ccccc32)cc1)c1ccco1	-7	102	4	-13	-3	100	6.5	-12	16
CCCn1c(N2CCN(Cc3cccc(C)c3)CC2)nc2c1c(=O)[nH]c(=O)n2C	4	95	-27	-3	6	100	-1.6	-11	2
O=C(Nc1nccs1)c1ccc(F)c(S(=O)(=O)N2CCOCC2)c1	-10	100	-9	-1	6	102	0.7	48	8
Cc1nn(CCC#N)c2[nH]c(=O)cc(C(F)(F)F)c12	0	94	-1	-8	-12	92	-0.5	1	-14
CC(C)N(C(=S)NC1CCCCC1)c1ccccc1	-3	97	-9	-11	1	90	-1.3	24	9
COc1ccc(C(=O)CSc2nncn2C)cc1	-2	100	-3	-2	5	101	2.3	-29	3
COc1ccc(OC)c(C2=NOC(C(=O)Nc3ccccc3SC)C2)c1 (stereo not given)	-2	98	-9	-5	-11	91	-2.5	22	-11
CC(C(=O)NC1=NCCS1)N1C(=O)c2ccccc2C1=O (stereo not given)	-12	102	-2	-1	9	103	-0.8	-5	-6
CC(C)n1c(SCc2cc(=O)[nH]c3ccccc23)nc2c1c(=O)n(C)c(=O)n2C	·	91	·	-3	·	96	-0.9	-25	-11
O=C1CC(N2CCC(c3nc4ccccc4o3)CC2)C(=O)N1c1cc(Cl)cc(Cl)c1 (stereo not given)	-5	102	-39	-1	-14	100	-1.8	10	-18
Cc1ccccc1OCC(=O)Nc1cccc2nsnc12	-1	96	0	4	-2	104	-1.8	-23	3
Cc1cc(=O)n2nc(N3CCCC(C(=O)NCc4ccccc4)C3)sc2n1 (stereo not given)	-5	102	-9	0	2	99	-0.7	23	2
CCOc1ccccc1N(CC(=O)O)S(=O)(=O)c1ccccc1	-14	112	-7	8	6	112	0.8	-2	-16
O=C1c2ccccc2C(=O)C1c1ccc2ccccc2n1	1	104	6	-2	-1	105	1.3	11	18
Cc1ccc(C2N=C(N)Nc3nc(=O)c4ccccc4n32)cc1 (stereo not given)	-7	103	5	1	2	98	-0.1	12	-7
COc1ccccc1-c1cc(C(F)(F)F)nc(NCc2cccs2)n1	-14	89	-3	-5	-8	95	-2.1	-10	30
CCOC(=O)C1CCN(Cc2ccc3ccccc3c2)CC1	-7	103	3	3	-4	105	·	5	13
CC(=O)NCC(=O)OCC(=O)Nc1nc(-c2ccccc2)cs1	-1	113	0	0	1	104	-0.1	6	0
COc1ccc(Cl)cc1NC(=S)N1CCN(C(=O)c2ccco2)CC1	-1	103	-2	5	-5	104	0.6	6	13
CC1CC(C)CN(c2oc(Cc3ccccc3)nc2C#N)C1 (stereo not given)	1	96	-21	-3	0	96	-1.9	4	20
COc1ccc(NC(=O)C2CC(=O)N(c3ccccc3Cl)C2)c(OC)c1 (stereo not given)	0	102	-19	5	0	103	-0.5	23	-8

(listing goes on)
SMILES	GPR7 antag	MEKK3 PB1 HTS	FID counter	MEKK2mut PB1 HTS	M18AAP inhibitor	MEKK2wt PB1 HTS	OXTR agonist	PHOSPHO1 block	NALP1 inh
C/C(=N\NC(=O)Cc1c[nH]c2ccccc12)c1ccc2ccccc2c1	3	101	-3	-9	-7	98	5.2	-42	-23
CCOC(=O)c1sc2nc(NC(=O)C3CCCCC3)sc2c1C	-10	112	-5	12	-1	110	0.1	-22	-6
S=C(NCc1ccccc1)Nc1ccncc1	-7	98	0	-3	7	98	7.0	36	8
Cc1onc(-c2ccccc2)c1C(=O)N1CC(C)OC(C)C1 (stereo not given)	-10	95	-6	1	-7	91	0.2	11	13
O=C(Nc1ccccc1)C1CC=CCC1C(=O)OCC1CCCO1 (stereo not given)	9	96	3	-2	-6	95	-0.6	-34	-2
Cc1noc(C)c1COC(=O)C1CC(O)CN1S(=O)(=O)c1ccc(Cl)cc1 (stereo not given)	-1	113	-5	2	0	113	-0.8	-3	8
Cc1noc(C)c1CSc1nc2sc(C)c(C)c2c(=O)n1-c1ccccc1	-9	103	0	2	-11	99	-2.0	6	3
O=C(NCCN1CCOCC1)C(=O)NCC1OCCN1S(=O)(=O)c1ccccc1 (stereo not given)	-17	100	-3	1	1	101	1.1	35	13

Two entries drawn at random from the list so far, as already listed:
SMILES	GPR7 antag	MEKK3 PB1 HTS	FID counter	MEKK2mut PB1 HTS	M18AAP inhibitor	MEKK2wt PB1 HTS	OXTR agonist	PHOSPHO1 block	NALP1 inh
Cc1c(Cl)c([N+](=O)[O-])nn1CC(=O)NCC1CCCO1 (stereo not given)	-8	93	8	-10	0	89	-0.1	25	-2
Cc1ccccc1OCC(=O)Nc1cccc2nsnc12	-1	96	0	4	-2	104	-1.8	-23	3

Full records, looked up by structure:
Listed for O=C(Nc1ccccc1)C1CC=CCC1C(=O)OCC1CCCO1 (stereo not given) → GPR7 antag: 9; MEKK3 PB1 HTS: 96; FID counter: 3; MEKK2mut PB1 HTS: -2; M18AAP inhibitor: -6; MEKK2wt PB1 HTS: 95; OXTR agonist: -0.6; PHOSPHO1 block: -34; NALP1 inh: -2
Listed for Cc1onc(-c2ccccc2)c1C(=O)N1CC(C)OC(C)C1 (stereo not given) → GPR7 antag: -10; MEKK3 PB1 HTS: 95; FID counter: -6; MEKK2mut PB1 HTS: 1; M18AAP inhibitor: -7; MEKK2wt PB1 HTS: 91; OXTR agonist: 0.2; PHOSPHO1 block: 11; NALP1 inh: 13

Hits appear at their usual frequency; overall some 6.2% were active at least once.
